ZTA DNA inh = blocks Epstein-Barr virus ZTA, an EBNA-1 counter-screen | P03206 | ZTA-DNA binding, fluorescence polarization | inhibition, % at 11 µM | hit rate 0.15% among 320,000 | AID 2234; in the data active = inhibition above about 33%
EBNA-1 inh = EBNA-1 DNA-binding inhibitors, primary screen, biochemical, fluorescence polarization; inhibition, % at 14.8 µM; hit rate 0.34% among 300,000; AID 1950, 2009; in the data active = inhibition above about 28%
Efflux pump inh = inhibitors of Candida efflux pumps in yeast, primary screen, S. cerevisiae, Nile Red, multiplex; S. cerevisiae Candida pump triplex; inhibition, % at 10 µM; hit rate 0.44% among 330,000; AID 485275, 2010;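 active = plate passing quality check with inhibition over a set limit, or well fluorescence over plate mean plus 4 SD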;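 note: Nile Red retained in pooled yeast measured as flow cytometry median fluorescence; 0% = buffer negative control and 100% = Enniatin B positive control; higher means more Nile Red kept so more efflux inhibition; some compounds called inactive have numbers as strong as hits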
PREPL inh = PREPL enzyme inhibitors, primary screen, biochemical, fluorescence polarization. Prolyl endopeptidase-like (Homo sapiens), Q4J6C6. hit rate 0.68% among 320,000. AID 2751, 2010. recombinant PREPL, fluorescence polarization activity-based probe. inhibition, % at 5.96 µM; in the data active = inhibition above about 43%;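 note: 0% = enzyme with DMSO and 100% = wells lacking enzyme; many of its hits are not listed in these tables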
Target sequence (Q4J6C6 whole entry, looked up): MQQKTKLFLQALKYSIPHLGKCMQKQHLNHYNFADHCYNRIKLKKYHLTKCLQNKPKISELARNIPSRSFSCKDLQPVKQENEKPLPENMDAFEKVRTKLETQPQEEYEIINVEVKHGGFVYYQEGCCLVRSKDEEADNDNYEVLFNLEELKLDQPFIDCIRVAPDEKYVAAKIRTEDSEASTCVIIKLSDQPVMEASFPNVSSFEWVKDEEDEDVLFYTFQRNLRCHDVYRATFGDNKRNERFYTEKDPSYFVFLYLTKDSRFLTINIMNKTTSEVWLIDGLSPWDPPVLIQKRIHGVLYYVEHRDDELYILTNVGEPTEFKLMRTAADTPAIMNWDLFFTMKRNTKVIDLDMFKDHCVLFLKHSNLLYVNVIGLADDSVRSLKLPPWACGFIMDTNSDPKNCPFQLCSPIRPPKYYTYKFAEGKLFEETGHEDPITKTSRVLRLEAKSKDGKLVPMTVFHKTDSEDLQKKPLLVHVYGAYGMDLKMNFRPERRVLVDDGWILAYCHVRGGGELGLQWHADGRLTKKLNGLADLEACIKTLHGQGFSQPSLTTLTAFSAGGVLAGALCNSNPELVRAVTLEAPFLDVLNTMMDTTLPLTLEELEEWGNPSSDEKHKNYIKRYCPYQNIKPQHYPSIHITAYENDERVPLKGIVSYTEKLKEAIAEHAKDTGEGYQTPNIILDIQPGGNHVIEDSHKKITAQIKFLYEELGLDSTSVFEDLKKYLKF
PP1 inh = PP1-alpha phosphatase inhibitors, primary screen, counter-screen for PP5 inhibitor project, biochemical, fluorescence, OMFP substrate, single point | Serine/threonine-protein phosphatase PP1-alpha catalytic subunit (Homo sapiens), P62136 | purified PP1alpha | inhibition, % at 6.7 µM | hit rate 0.9% among 320,000 | AID 2235, 2010;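 active = inhibition above the mean inhibition of all tested compounds plus 3 SD, computed separately for each screening campaign, cut at about 15% in these data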
Target sequence (P62136 whole entry, looked up): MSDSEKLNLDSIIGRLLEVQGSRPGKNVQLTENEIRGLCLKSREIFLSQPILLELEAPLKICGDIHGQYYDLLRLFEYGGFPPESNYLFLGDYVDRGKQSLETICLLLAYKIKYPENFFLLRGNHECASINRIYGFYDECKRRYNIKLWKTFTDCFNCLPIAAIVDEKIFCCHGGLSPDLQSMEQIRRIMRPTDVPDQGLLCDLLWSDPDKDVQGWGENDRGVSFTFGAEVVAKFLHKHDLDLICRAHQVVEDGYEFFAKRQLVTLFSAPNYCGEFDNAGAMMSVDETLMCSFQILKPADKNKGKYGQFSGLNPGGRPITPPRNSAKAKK
core dimer inh = inhibitors of HCV core protein dimerization, primary screen, biochemical, TR-FRET, high-throughput | hit rate 0.33% among 300,000 | inhibition, % at 5 µM | TR-FRET GST/Flag-core106 dimerization, 1536-well;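 active = inhibition above the mean of all tested compounds plus 3 SD, set per screening campaign, cut at about 45% in these data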
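System: GST/Flag-tagged HCV core106 proteins. Incubation: compound-protein-antibody incubation 4 h at 22.5 °C. Technique: HTRF with 340 nm excitation, 617/671 nm emission. Medium: KF-containing HEPES buffer, pH 7.45, DTT, CHAPS, BSA. Read-out: inhibition (%) from 671 over 617 nm ratio. Also added: Eu(K)-anti-GST 90 ng/mL plus XL665-anti-Flag 1 µg/mL.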
PP5 primary = PP5 phosphatase inhibitors, primary screen, biochemical, fluorescence; Serine/threonine-protein phosphatase 5 (Homo sapiens), P53041; AID 1987, 2009; inhibition, % at 6.7 µM; hit rate 0.18% among 320,000; purified PP5c, OMFP substrate fluorescence;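 active = inhibition above the campaign's mean inhibition across all tested compounds plus 3 SD, cut at about 9.5% in these data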;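 note: 0% = DMSO only and 100% = 100 µM cantharidin control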
Fh CTSL1 inh = Fasciola hepatica cathepsin L1 inhibitors, primary screen, counter-screen for PFM18AAP inhibitor project, biochemical, QFRET, fluorogenic peptide substrate; recombinant F. hepatica cathepsin L1, Z-Leu-Arg-MCA fluorescence; inhibition, % at 5.96 µM; hit rate 0.49% among 300,000; AID 1906, 2009;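 active = inhibition above the mean of all tested compounds plus 3 SD, set per screening campaign, cut at about 17% in these data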;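 note: 0% = plate median of test compound wells and 100% = 1 µM Z-Phe-Ala-diazomethylketone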
TPT1 inhibitor = Candida albicans TPT1 enzyme inhibitors, primary screen, biochemical, fluorescence polarization; recombinant caTPT1, FP RNA substrate dephosphorylation; inhibition, % at 5 µM; hit rate 0.81% among 300,000; AID 1962, 2009;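 active = inhibition above the mean of all tested compounds plus 3 SD, set per screening campaign, cut at about 24% in these data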;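 note: plate controls were DMSO alone for no effect and ferristatin control at 100 nM for full effect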
Active calls of the source: *; . = not tested or not shown. These rows are one share of the data (hit frequency here may not be typical).

entry | compound | PREPL inh | ZTA DNA inh | EBNA-1 inh | Efflux pump inh | PP5 primary | PP1 inh | core dimer inh | Fh CTSL1 inh | TPT1 inhibitor
1 | Oc1c(N=NC(=S)Nc2ccccc2F)c2ccccc2n1Cc1ccccc1 | 40 | -3 | -15 | 0.1 | 1.1 | 10 | 4 | 13 | 0
2 | Fc1ccc(N2CN(Cc3cccnc3)CNC2=S)cc1 | -12 | 3 | 12 | 0.1 | 0.3 | -2 | 4 | -2 | -4
3 | O=C(N/N=C/c1ccsc1)c1cc(-c2cccs2)nc2ccccc12 | -1 | 9 | -1 | 0.1 | 4.9 | 6 | 5 | 1 | 1
4 | CCc1ccc2[nH]c(=O)c(C(c3nnnn3Cc3ccco3)N3CCC(C)CC3)cc2c1 (stereo not given) | -2 | 1 | 2 | 0.0 | 2.6 | 3 | 4 | 0 | 6
5 | COc1ccc(NC(=S)N2CCC(C(=O)N3CCCCCC3)CC2)cc1 | -4 | 10 | -14 | 0.0 | 2.7 | 2 | -5 | -4 | 1
6 | Cc1noc(NS(=O)(=O)c2ccc(NC(=O)C(C)C)cc2)c1C | 11 | 1 | -3 | 0.0 | 0.2 | 3 | -15 | 5 | 0
7 | COC(=O)c1ccc(S(=O)(=O)N2C3CCC2CC(NC(=O)C2CC2)C3)cc1 (stereo not given) | 7 | -8 | 2 | 0.0 | 3.6 | -2 | -5 | 0 | 3
8 | CN(c1ccccc1C(=O)NCc1ccco1)S(C)(=O)=O | 3 | -5 | -15 | -0.1 | 1.0 | 4 | 16 | 0 | 3
9 | C=CCOC(=O)C1=C(C)Nc2ncnn2C1c1cc(Br)ccc1F (stereo not given) | -3 | 6 | 5 | 0.0 | 2.8 | 4 | -6 | 1 | -3
10 | COc1cc(/C=C2/C(=N)N3OC(C)=CC3=NC2=O)ccc1OC(=O)c1ccco1 | 46* | -7 | 2 | -0.1 | 2.0 | -4 | 3 | -3 | 3
11 | COc1ccc(N(CC(=O)Nc2ccccc2C)S(=O)(=O)c2ccccc2[N+](=O)[O-])c(OC)c1 | 7 | -13 | -13 | 0.0 | 2.6 | 3 | 4 | 5 | -2
12 | CCCCOc1ncnc2c1[nH]c1ccc(F)cc12 | 16 | 4 | -6 | 0.1 | 4.0 | -3 | 0 | -2 | 2
13 | O=c1[nH]c2ccccc2cc1CN(Cc1cccnc1)S(=O)(=O)c1ccc([N+](=O)[O-])cc1 | 2 | -3 | -8 | 0.3 | -0.2 | 2 | 1 | 2 | -2
14 | CCCCn1c(C)cc2cc(O)ccc21 | 9 | 7 | -3 | 0.1 | 3.6 | -2 | 4 | -3 | 0
15 | O=[N+]([O-])c1cccc(/C=N/Nc2nc(NCc3ccccc3)nc(N3CCOCC3)n2)c1 | 20 | 11 | 49* | 0.2 | 1.6 | 9 | -1 | -2 | 1
16 | Cc1ccn2c(-c3csc(NCc4ccccc4)n3)c(C)nc2c1 | 45* | -6 | 2 | -0.3 | -0.8 | 5 | -9 | 3 | 1
17 | CC(=O)Nc1c(Cl)cnn(-c2ccccc2)c1=O | 10 | -12 | -7 | 0.0 | 0.3 | -4 | -2 | -5 | -4
18 | Cc1ccc(S(=O)(=O)N2CCOCC2)cc1C(=O)OCC(=O)NCc1ccc2c(c1)OCO2 | 16 | -5 | . | -0.2 | 3.0 | 0 | . | . | .
19 | CC(=O)N1CCN(c2ccc(NC(=O)c3ccc4c(c3)OCCO4)cc2Cl)CC1 | 3 | 1 | -6 | 0.2 | -0.9 | -1 | 1 | -1 | -2
20 | NS(=O)(=O)c1ccc(CCNC(=O)COC(=O)c2cc([N+](=O)[O-])ccc2N2CCOCC2)cc1 | -3 | 7 | -4 | 0.0 | -0.9 | -6 | -1 | 1 | 0
21 | CCOc1ccc(C(=O)NC2CCN(C(=O)Nc3ccc(F)cc3)CC2)cc1 | 4 | 8 | 10 | 0.0 | 1.8 | 1 | 10 | 0 | -2
22 | O=C(O)CCc1ccc(-c2ccccc2)n1-c1cccc(O)c1 | 9 | 0 | 2 | 0.3 | 2.3 | 1 | 14 | -4 | 5
23 | O=C(COC(=O)c1cccs1)NCc1ccccc1 | -1 | 11 | 2 | 0.1 | -3.7 | -4 | -1 | 3 | 1
24 | Cn1cnc([N+](=O)[O-])c1Cl | -4 | 8 | -3 | -0.1 | 0.0 | -4 | 4 | -1 | 0
25 | O=C(NCc1cccnc1)c1ccc(COc2ccc(Cl)cc2)cc1 | -34 | -2 | 0 | 0.2 | 1.4 | 3 | 0 | 2 | 1
26 | COc1ccc(-c2csc(Cc3nnc4n3CCCCC4)n2)cc1 | 27 | 22 | -1 | 0.2 | -2.5 | 2 | 1 | -1 | 3
27 | O=C(NCCCn1ccnc1)C(=O)NCC1OCCN1S(=O)(=O)c1ccc(Br)cc1 (stereo not given) | -3 | 3 | 17 | 0.0 | -0.9 | -6 | 6 | -3 | 4
28 | O=C(Nc1ccc(Br)cc1)c1cccc2c1C(=O)N(C1CCCCC1)C2 | 15 | -5 | -6 | -0.2 | -0.6 | -1 | -3 | 2 | -6
29 | CN1CCCC(OC(=O)CCCCC(=O)OC2CCCN(C)C2)C1 (stereo not given) | 16 | 9 | 2 | 0.0 | 1.4 | -4 | -9 | 3 | -2
30 | O=C(CN1CCN(Cc2cccc3ccccc23)CC1)NCCc1ccccc1 | 22 | -6 | 0 | 0.1 | 0.9 | -1 | 1 | -1 | -3
31 | CCOC(=O)/C(C#N)=C/c1c(N2CCN(c3ccccc3)CC2)nc2ccccn2c1=O | 22 | -1 | 10 | 0.1 | -2.1 | -5 | 17 | -2 | 17
32 | Cc1cc(C)nc(Nc2n[nH]c(-c3ccccc3N)n2)n1 | 14 | -1 | 0 | -0.1 | 0.5 | 0 | -5 | -7 | -6
33 | Cc1ccc(C(=O)C(C)[n+]2cccc(C(N)=O)c2)cc1 (stereo not given) | -1 | 6 | 11 | 0.0 | 0.1 | 0 | 0 | 0 | 0
34 | O=C(Nc1cccc2ncccc12)c1ccc(Br)c([N+](=O)[O-])c1 | -4 | -10 | -4 | 0.0 | 0.2 | 0 | 6 | -1 | -1
35 | CC1(C)CCCN(C(=O)c2ccc3c(c2NCCO)C(=O)c2ccccc2C3=O)C1 | 53* | 2 | 7 | 0.3 | 3.5 | 12 | -33 | 3 | 0
36 | COc1cccc(CN2C(=O)[C@@H]3Cc4c([nH]c5ccccc45)C(C)(C)N3C2=O)c1 | 8 | 2 | 5 | -0.1 | 4.7 | 0 | 6 | 1 | -2
37 | CC(C)(C)c1csc(NC2=NS(=O)(=O)c3ccccc32)n1 | 8 | -9 | 6 | -0.1 | 1.2 | 0 | 1 | -2 | 0
38 | Cc1ccc2[nH]ccc(=O)c2c1 | 7 | 12 | 4 | 0.2 | 4.4 | -1 | -7 | -2 | 0
39 | O=C(O)c1nn(Cc2ncc(-c3cccc(Cl)c3)o2)c(=O)c2ccccc12 | -16 | -9 | -7 | 0.0 | -1.7 | 6 | -12 | 2 | 3
40 | Cc1nc2sc(C(c3ccc(Cl)cc3)N3CCN(c4ccccc4F)CC3)c(O)n2n1 (stereo not given) | -2 | 4 | 4 | 0.7 | 4.2 | 6 | 4 | -3 | -2
41 | COc1ncnc2c1oc1ccccc12 | 4 | 15 | 6 | -0.1 | -1.6 | -7 | -7 | -1 | 1
42 | Cc1ccc(NC(=O)COC(=O)C2(c3ccc(Cl)cc3)CCCC2)cc1 | -13 | -1 | -16 | 0.2 | 1.9 | 0 | -1 | 7 | 3
43 | COc1ccc(OC)c(S(=O)(=O)NCC(=O)NC2CCCCCC2)c1 | 1 | 9 | . | -0.1 | -1.3 | -2 | . | . | .
44 | CC(=O)/C=C/c1ccc2ccccc2n1 | -7 | -4 | -16 | 0.3 | 2.0 | -4 | 1 | 0 | -2
45 | Clc1ccccc1OCCCOc1cccc2cccnc12 | -7 | -11 | 0 | 0.0 | 4.1 | 0 | -15 | 5 | -3
46 | COc1ccc(N(CC(=O)NC2CCCCC2)C(=O)CCC(=O)Nc2nc(C)cs2)cc1 | 4 | 8 | 9 | -0.1 | 0.6 | -2 | 12 | -2 | -2
47 | COC(C(=O)Nc1ccc(S(=O)(=O)N2CCCCC2)cc1)c1ccccc1 (stereo not given) | 11 | 7 | -10 | 0.8 | 2.2 | 5 | 3 | 0 | 0
48 | COc1ccc(NC(=O)c2cc(S(=O)(=O)N3CCc4ccccc43)cn2C)cc1OC | -3 | 7 | 40* | 0.1 | 2.5 | -1 | -3 | 2 | 0
49 | Cc1cc(C(=O)CN2C(=O)NC3(CCCC3)C2=O)c(C)n1-c1ccc2c(c1)OCO2 | -9 | 9 | 2 | -0.1 | 2.8 | 4 | 20 | 0 | -3
50 | CC1(C)CC(=O)C2=C(C1)Nc1ccccc1N1C(=O)c3ccccc3C21 (stereo not given) | -3 | -2 | 0 | -0.1 | 1.8 | -1 | 9 | 1 | 0
51 | CC(=O)c1cc(C#N)c(N(C)Cc2ccccc2)nc1C | -1 | 0 | -1 | 0.9 | 0.4 | 5 | 1 | 4 | -3
52 | Cc1ccc(NC(=O)Cn2c(=O)oc3ccccc32)c(C)c1 | 5 | -3 | -8 | 0.3 | -0.5 | 0 | -2 | -1 | 0
53 | Fc1ccc(/C=N/n2cnn(Cc3ccccc3Cl)c2=S)cc1 | 4 | 7 | -20 | 0.0 | 3.1 | 0 | 3 | 0 | 4
54 | Cc1ccccc1NS(=O)(=O)c1ccc2c(c1)n(C)c(=O)n2C | -7 | 1 | 17 | 0.0 | 1.9 | 0 | 2 | -2 | -4
55 | C[C@@H]1O[C@@H](O[C@@H]2C(=O)c3c(O)cc(O)cc3O[C@H]2c2ccc(O)c(O)c2)[C@H](O)[C@H](O)[C@H]1O | 10 | -8 | . | 0.1 | 1.0 | -2 | . | . | .
56 | Cc1ccc(CSc2nc3c(c(=O)[nH]2)CCC3)cc1 | 17 | -15 | 4 | 0.1 | 4.6 | -14 | -4 | 0 | 2
57 | COc1ccc(NC(=S)Nc2ccc(S(N)(=O)=O)cc2)c(C)c1 | 5 | 15 | 0 | 0.0 | 1.8 | -1 | -1 | 0 | -5
58 | CC(C)CC(=O)Nc1ccc(C(=O)COC(=O)C2CC(=O)N(Cc3ccccc3)C2)cc1 (stereo not given) | -6 | 3 | . | -0.1 | 1.8 | -4 | . | . | .
59 | Cc1cc(SCC(=O)Nc2c(C)n(C)n(-c3ccccc3)c2=O)nc2ccccc12 | -1 | 4 | 7 | 0.1 | -0.8 | 1 | -4 | 0 | -1
60 | Cc1cccc(NC(=O)CSc2nnc(-c3cc(C)n(-c4ccccc4)c3C)o2)c1C | 9 | 9 | -8 | 0.1 | 6.2 | 12 | 22 | 1 | -2
61 | COC(=O)c1ccc(/C=N/NC(=O)c2ccccc2Cl)cc1 | 7 | 7 | 3 | 0.3 | 0.3 | -2 | -5 | 1 | -1
62 | COc1ccc(C=O)cc1CSc1ncccc1C(=O)O | -3 | 7 | -2 | 0.0 | 2.0 | -4 | -2 | -2 | -1
63 | CCC1CCCCN1CCCNC(=O)Cn1c2ccccc2c2nc(=O)cc(C)n21 (stereo not given) | -19 | -12 | 12 | -0.5 | -2.0 | -2 | 5 | 3 | -3

Screening results from PubChem BioAssay.
